# STAT1 activator – STAT1 signaling activators, primary screen, cell-based, HTS, luciferase reporter. NIH 3T3 STAT1-luciferase reporter, IFN-gamma, luminescence; 100% = IFN-gamma alone, no compound. activation (% of control), % at 5.5 µM. 2.6% of 200,000 active. AID 932, 2007;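 active = activation above the screen-wide mean activation plus 3 SD, cut at about 130% in these data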;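 note: raw ratio to IFN-gamma control signal so 100% means no change and 0% no light; values of inactives mirror those of a sister screen read the other way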
# APP transl inh – inhibitors of APP translation via 5'UTR reporter, primary screen, APP 5'UTR luciferase, SH-SY5Y cells. SH-SY5Y APP 5'UTR-luciferase reporter, luminescence. inhibition, % at 2 µM. 0.82% of 190,000 active. AID 1285, 2008;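 active = inhibition above a set limit, derived from the sample mean plus 3 SD, cut at about 45% in these data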; note: values of inactives mirror those of a sister screen read the other way
# Hsp70 activator – Hsp70 transcriptional activators, primary screen, cell-based, HeLa, Hsp70 promoter luciferase, luminescence, 10 µM | HeLa Hsp70 promoter luciferase reporter; scaled: vehicle 0, proteasome-inhibitor control 100% | activation, % at 10 µM | 0.04% of 200,000 active;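 active = activation above the mean across all tested compounds plus 3 SD, cutoff set per campaign, cut at about 5.5% in these data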;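 note: 100% = MG132 at 30 µM as the positive control and 0% = DMSO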
# Diaphorase act – compounds boosting diaphorase resazurin reduction – biochemical, uHTS, resorufin fluorescence, counter-screen for diaphorase-coupled primary assays, primary screen; AID 1229, 2008; activation factor at 20 µM; Diaphorase/resazurin coupled assay, 16 min; active compounds read high; 1 = vehicle wells, 0 = NADH-free wells; 0.005% of 190,000 active;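 active = diaphorase activity raised at least twofold by the compound at 20 µM; inactive = activation factor below 2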
#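 Test system: Clostridium kluyveri diaphorase, purified enzyme. Buffer or medium: 50 mM HEPES pH 7.4 buffer plus MgCl2 and Tween 20. Also added: 0.114 mM NADH and 0.1 mM resazurin, final amounts. Dosing: compound 20 µM once, DMSO 1%. Schedule: 16 min enzyme reaction, ambient temperature. Detection: fluorescence of resorufin, 544 nm excitation, 590 nm emission.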
# STAT3 blocker – IL-6 driven STAT3 reporter inhibitors, primary screen, U3A cells, luciferase, luminescence, MLSCN library. AID 862, 2007. 0.89% of 190,000 active. inhibition, % at 5.5 µM. IL-6 STAT3-luciferase reporter; host cell line lacks STAT1;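 active = inhibition above the mean inhibition across all screened compounds plus 3 SD, cut at about 44% in these data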;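 note: 0% = DMSO only wells and 100% = 100 µM nifuroxazide control wells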
# G6PDH counter – L. mesenteroides G6PDH inhibitors, counter-screen for G6PDH-coupled screening assays, biochemical, Leuconostoc mesenteroides enzyme. 0.12% of 200,000 active. Purified L. mesenteroides G6PDH, diaphorase/resazurin coupled fluorescence, 45 min. glucose-6-phosphate dehydrogenase [Leuconostoc mesenteroides]. inhibition, % at 5 µM; in the data active = inhibition above about 50%
# TLR4-MyD88 BLA – inhibitors of TLR4-MyD88 association in cells, primary screen, cell-based, HeLa CL3-4, BLA complementation, FRET ratio; HeLa CL3-4 TLR4/MyD88 BLA complementation; Toll-like receptor 4 (Homo sapiens) + Myeloid differentiation primary response protein …; inhibition, % at 8.4 µM; 0.18% of 200,000 active; AID 861, 2007; in the data active = inhibition above about 25%;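 note: 0% = vehicle and 100% = reference inhibitor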
# Target sequence (O00206 whole entry, looked up): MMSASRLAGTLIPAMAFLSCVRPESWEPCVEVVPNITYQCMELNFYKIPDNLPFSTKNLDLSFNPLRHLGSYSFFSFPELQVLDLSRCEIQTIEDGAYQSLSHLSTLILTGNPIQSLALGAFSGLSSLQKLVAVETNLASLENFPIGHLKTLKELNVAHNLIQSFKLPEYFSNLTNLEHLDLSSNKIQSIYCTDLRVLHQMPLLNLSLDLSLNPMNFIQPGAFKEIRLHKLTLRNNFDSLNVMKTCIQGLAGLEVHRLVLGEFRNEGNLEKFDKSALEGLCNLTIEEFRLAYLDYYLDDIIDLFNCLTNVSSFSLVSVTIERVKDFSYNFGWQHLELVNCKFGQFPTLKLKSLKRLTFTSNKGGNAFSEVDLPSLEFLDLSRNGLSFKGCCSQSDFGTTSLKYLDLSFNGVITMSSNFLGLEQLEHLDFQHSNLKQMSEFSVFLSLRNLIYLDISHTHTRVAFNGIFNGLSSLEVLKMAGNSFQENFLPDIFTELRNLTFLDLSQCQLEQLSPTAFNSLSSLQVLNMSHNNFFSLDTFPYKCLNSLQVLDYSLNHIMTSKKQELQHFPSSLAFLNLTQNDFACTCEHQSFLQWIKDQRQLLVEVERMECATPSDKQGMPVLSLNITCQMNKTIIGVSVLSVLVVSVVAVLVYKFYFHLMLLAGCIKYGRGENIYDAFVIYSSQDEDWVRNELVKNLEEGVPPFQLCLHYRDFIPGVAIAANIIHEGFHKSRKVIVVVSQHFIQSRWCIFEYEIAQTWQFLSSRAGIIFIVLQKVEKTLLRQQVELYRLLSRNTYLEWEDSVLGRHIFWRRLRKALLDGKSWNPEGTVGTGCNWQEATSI
# Target sequence (Q99836 whole entry, looked up): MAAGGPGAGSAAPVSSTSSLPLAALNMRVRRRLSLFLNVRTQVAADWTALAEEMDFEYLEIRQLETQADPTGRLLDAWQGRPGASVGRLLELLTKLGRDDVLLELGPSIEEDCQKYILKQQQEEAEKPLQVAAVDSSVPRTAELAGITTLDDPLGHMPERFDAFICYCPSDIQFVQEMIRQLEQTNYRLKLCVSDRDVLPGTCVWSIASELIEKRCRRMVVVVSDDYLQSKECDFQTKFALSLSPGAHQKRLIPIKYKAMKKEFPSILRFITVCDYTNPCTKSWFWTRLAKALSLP
# Diaphorase inh – diaphorase inhibitors and chemical oxidizers, primary screen, counter-screen for diaphorase-coupled primary assays, biochemical, uHTS, resorufin fluorescence | diaphorase resazurin-to-resorufin fluorescence, NADH, 16 min; bacterial (C. kluyveri) enzyme, not human | 0.69% of 190,000 active | inhibition, % at 20 µM;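 active = primary screen inhibition at 20 µM above a set limit, cut at about 50% in these data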;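 note: plate controls were DMSO with full reaction for no effect and wells lacking NADH for full effect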
#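 System: Bacterial diaphorase enzyme (C. kluyveri) | Incubation: 16-min room-temperature incubation before reading | Benchmarks: No-NADH positive control and DMSO neutral control | Measured by: Resorufin fluorescence 544/590 nm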
# STAT1 inh – STAT1 signaling inhibitors, primary screen, cell-based, HTS, luciferase reporter. 0.35% of 200,000 active. inhibition, % at 5.5 µM. NIH 3T3 STAT1-luciferase reporter, IFN-gamma, luminescence;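 active = inhibition above a set limit, the mean inhibition across all tested compounds plus 3 SD, cut at about 34% in these data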;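 note: 0% = IFN-gamma with DMSO and 100% = IFN-gamma with 300 µM nifuroxazide; values of inactives mirror those of a sister screen read the other way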
# STAT3 act – IL-6 driven STAT3 reporter potentiators, primary screen, U3A cells, luciferase, luminescence, MLSCN library; IL-6 STAT3-luciferase reporter; 100% = signal with IL-6 EC80 alone; activation (% of control), % at 5.6 µM; 0.91% of 190,000 active;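 active = activation above the screen-wide mean of compound activation plus 3 SD, cut at about 130% in these data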;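 note: 0% = background luminescence of wells with medium and substrate only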
#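 Material: human U3A cells carrying STAT3-luciferase construct. Measured by: reporter luminescence signal. Timing: compound 1 h, then IL-6 6 h at 37 °C.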
# Active calls of the source: *; . = no result given.
SMILES,STAT1 activator,APP transl inh,Hsp70 activator,Diaphorase act,STAT3 blocker,G6PDH counter,TLR4-MyD88 BLA,Diaphorase inh,STAT1 inh,STAT3 act
COc1cccc2c(C)c(C(=O)O)[nH]c12,86,13,-0.2,0.6,28,2,8,36,16,80
COc1cc(C=O)c(Br)cc1OCC(=O)NCc1ccccc1,115,-2,-0.1,0.9,-2,7,3,9,-19,105
CC(C)N=C(NC#N)SCc1ccc(Br)cc1,94,-2,-0.1,0.9,-4,-4,-7,5,7,105
CC(=O)N1CCN(C(=O)c2ccc(Oc3ccccc3)cc2)CC1,103,-8,-0.1,1,2,5,-4,5,-6,106
Cc1nc(NC(=O)C23CC4CC(CC(C4)C2)C3)sc1Cc1ccc2c(c1)OCO2,107,-14,-0.2,0.7,-12,-8,-2,33,-8,105
COc1ccc(NC(=O)c2ccccc2)c([N+](=O)[O-])c1,132*,-49,1.8,0.9,7,0,0,5,-39,98
COc1ccc(N2CCN(CCNC(=O)C3CC(=O)N(C4CCCC4)C3)CC2)cc1 (centres undefined),103,9,-0.3,0.9,1,11,2,8,-3,102
Cc1cccc(NC(=O)CSc2nsc(SCC(=O)Nc3cccc(C)c3)c2C#N)c1,97,-2,-0.5,0.9,5,-2,-3,10,3,96
COc1ccc(/C=N/Nc2nncc3ccccc23)c(OC)c1,147*,-58,0.0,1,16,-10,-10,2,-52,89
COc1cc(OC)cc(C(=O)Nc2ccc(S(=O)(=O)Nc3cc(C)nc(C)n3)cc2)c1,104,.,-0.2,0.9,0,4,1,7,-2,100
CCOc1c2ccc(C(=O)NCc3ccc(C(F)(F)F)cc3C(F)(F)F)cc2nn1C,107,14,-0.6,0.9,20,2,4,13,-8,88
CCOc1ccc(S(=O)(=O)n2nnc3ccccc32)cc1C(C)C,107,-8,-0.2,0.9,-5,3,-2,7,-5,106
CCOc1ccc(-c2n[nH]c(C(=O)NN)c2C)cc1,129*,-14,0.1,0.8,1,1,4,25,-32,100
Cc1nc2cc(C(F)(F)F)ccc2n1C1CCN(CC(=O)N2CCCC2)CC1,88,-25,-0.2,1,-2,8,2,1,12,103
CCn1c(NC(=O)C(C)C)c2ccccc2nc1=O,97,-8,0.5,0.9,7,3,0,6,1,101
CCOC(=O)N1CCN(C(=O)CSc2ccc(-c3ccccc3)nn2)CC1,98,7,-0.4,0.9,0,7,-9,7,0,110
CCCCNCCCOc1ccc(C)cc1Br,97,-9,-0.3,0.9,18,8,16,10,2,88
CC(=O)N[C@@H](Cc1c[nH]c2ccccc12)C(=O)OCC(=O)Nc1ccc(S(=O)(=O)N(C)C)cc1,101,-1,-0.1,0.9,4,5,11,10,-3,100
Cc1ccc(SCCNC(=S)Nc2ccc(C)c(C)c2)cc1,105,3,0.0,0.9,0,1,5,14,-5,103
CCCCCC(=O)Nc1nc(C)c(-c2csc(Nc3cc(Cl)ccc3C)n2)s1,89,-7,-0.5,0.8,-5,5,-16,22,12,111
CCOc1ccc(NC(=O)c2cccc3c2C(=O)N(Cc2cccnc2)C3)cc1,107,-26,-0.3,0.9,5,-42,-6,7,-9,99
C/C(=N/NC(=O)c1cc(-c2cccc([N+](=O)[O-])c2)n[nH]1)c1ccc(Cl)cc1,96,-7,-0.2,0.8,8,-11,-4,16,4,90
O=C(COC(=O)c1cccnc1Nc1ccccc1F)NCc1ccc2c(c1)OCO2,102,4,-0.2,1.2,11,5,-4,-21,-2,95
O=C(CN1CCOCC1)Nc1nc2ccc(Br)cc2s1,116,-5,-0.1,0.8,13,-1,-4,20,-18,90
CN(CCO)c1cc(N(C)CCO)c([N+](=O)[O-])cc1[N+](=O)[O-],97,0,0.0,1,9,5,-3,-1,1,99

# (continued)
SMILES,STAT1 activator,APP transl inh,Hsp70 activator,Diaphorase act,STAT3 blocker,G6PDH counter,TLR4-MyD88 BLA,Diaphorase inh,STAT1 inh,STAT3 act
Brc1c(CSc2nncn2-c2ccccc2)nc2ncccn12,98,-6,0.0,1,6,3,4,4,2,97
COc1cccc(NC(=O)N2CCCC(C(=O)NCc3ccc(F)cc3)C2)c1 (centres undefined),104,1,-0.3,0.9,3,13,12,5,-4,98
CC(C)C(=O)NC(=O)COC(=O)/C=C/c1cccs1,105,-36,-0.2,1,5,6,-2,-4,-5,104
O=c1cc(-c2ccccc2)nc2nc(-c3ccco3)[nH]n12,91,-11,0.2,1,4,5,12,4,4,99
COCCn1c(C)cc(C2=NNC(=Nc3ccc(OC)cc3)SC2)c1C,102,7,0.0,1,-9,2,-7,-1,-2,112
CSC1=NCCN1C(=O)Cc1ccc(F)cc1,101,-4,0.0,0.8,3,2,-6,17,-1,105
NNC(=O)COc1ccc(C(F)(F)F)cc1,93,18,-0.2,1,1,4,-5,2,7,103
Cc1onc(-c2ccccc2)c1-c1nc2ccccc2c(=O)o1,100,3,-0.1,0.8,2,-2,-1,19,-1,102
COc1cccc(-c2nc(CS(=O)CC(=O)NC3CC3)c(C)o2)c1 (centres undefined),102,.,-0.1,1,11,5,-3,3,-2,98
CCOc1ccc(NS(=O)(=O)c2ccc(OCC)c3ncccc23)cc1,94,-2,-0.1,0.8,2,3,6,15,6,100
CCOc1cc(CNc2ccccc2)cc(Br)c1OCC(=O)NC(C)(C)C,91,-9,0.0,0.8,11,2,-4,23,10,95
O=C(Cn1ccc2ccccc2c1=O)NCC1COc2ccccc2O1 (centres undefined),94,4,0.0,0.8,5,17,1,15,7,99
Cc1ccc2nc(NC(=O)c3cc(-c4ccco4)nc4ccccc34)sc2c1,99,4,-0.4,0.8,17,-7,-13,21,1,83
C/C(=N\N=C(N)N)c1ccc(Cl)cc1,91,-16,-0.2,0.9,6,-4,10,7,11,93
O=C(CN(Cc1cccs1)C(=O)CSc1nnc(COc2ccccc2)o1)NC1CCCCC1,99,-2,-0.4,0.8,-1,9,-1,16,1,102
COc1ccc(CC(=O)OCC(=O)Nc2c(C)n(C)n(-c3ccccc3)c2=O)cc1,97,5,0.1,1.2,7,12,9,-22,4,98
COc1ccccc1/C=C(/C(=O)OCC(=O)N(C)Cc1ccccc1)c1ccccc1,97,-3,-0.3,0.9,0,-22,-14,12,4,104
Cc1ccc(-c2nc(C)sc2CC(=O)O)cc1,100,8,0.0,1,6,6,8,2,0,100
CC1CC(C)(C)NC(=S)N1CC(=O)NCc1ccc(Cl)cc1 (centres undefined),94,15,-0.5,0.9,12,-11,-10,15,7,90
CCN(CC(=O)NCc1ccc(F)cc1)CC(O)COCc1cccc(OC)c1 (centres undefined),101,-10,-0.5,0.8,12,8,0,21,-1,97
CCc1ccc(NC(=O)CN(c2ccccc2)S(=O)(=O)N(C)C)cc1,101,0,-0.1,0.8,24,8,-12,19,-3,86
Cc1cc[n+]2c3c(cccc13)CCC2,102,27,-0.2,1.2,-5,17,-6,-19,-1,104
CSCCC(NC(=O)c1ccccc1Br)C(=O)Nc1ccc(C)cc1 (centres undefined),95,-11,-0.2,1,0,7,-10,-1,5,99
Cn1c(CN2CCOCC2)nnc1SCC(=O)NCCc1ccccc1,102,-9,-0.2,0.9,2,2,-3,13,-3,103
CC(C)C(C(=O)NC1=NCCS1)c1ccc(Cl)cc1 (centres undefined),100,-4,-0.1,0.9,-1,6,7,9,0,105

# In another format: results already given
smiles | STAT1 activator | APP transl inh | Hsp70 activator | Diaphorase act | STAT3 blocker | G6PDH counter | TLR4-MyD88 BLA | Diaphorase inh | STAT1 inh | STAT3 act
CC1CC(C)(C)NC(=S)N1CC(=O)NCc1ccc(Cl)cc1 (centres undefined) | 94 | 15 | -0.5 | 0.9 | 12 | -11 | -10 | 15 | 7 | 90
CCN(CC(=O)NCc1ccc(F)cc1)CC(O)COCc1cccc(OC)c1 (centres undefined) | 101 | -10 | -0.5 | 0.8 | 12 | 8 | 0 | 21 | -1 | 97
CCc1ccc(NC(=O)CN(c2ccccc2)S(=O)(=O)N(C)C)cc1 | 101 | 0 | -0.1 | 0.8 | 24 | 8 | -12 | 19 | -3 | 86
Cc1cc[n+]2c3c(cccc13)CCC2 | 102 | 27 | -0.2 | 1.2 | -5 | 17 | -6 | -19 | -1 | 104
CSCCC(NC(=O)c1ccccc1Br)C(=O)Nc1ccc(C)cc1 (centres undefined) | 95 | -11 | -0.2 | 1 | 0 | 7 | -10 | -1 | 5 | 99
Cn1c(CN2CCOCC2)nnc1SCC(=O)NCCc1ccccc1 | 102 | -9 | -0.2 | 0.9 | 2 | 2 | -3 | 13 | -3 | 103

# Next compounds follow:
SMILES,STAT1 activator,APP transl inh,Hsp70 activator,Diaphorase act,STAT3 blocker,G6PDH counter,TLR4-MyD88 BLA,Diaphorase inh,STAT1 inh,STAT3 act
COn1c(=O)c(-c2ccc(Cl)cc2)[n+]([O-])c2ccccc21,98,7,-0.1,0.9,10,-3,7,5,3,94
Cn1cc(/C=N\NC(=O)C2COc3ccccc3O2)c2ccccc21 (centres undefined),87,-4,-0.1,0.9,-6,-5,-9,7,15,104
CCC(CC)NC(=O)CCCSc1nc2ccccc2[nH]1,95,0,0.0,0.8,0,4,-3,19,4,102
COc1ccc(/C=N/n2cncn2)cc1CSc1ccccn1,97,16,0.1,0.9,-2,1,-7,10,3,104
Cc1ccc(-n2[nH]c3c4c(ccc3c2=O)C(=O)c2ccccc2C4=O)cc1,102,12,-0.3,1,19,21,-11,4,-3,83
CC(=O)c1ccc(NC(=O)c2ccc(S(=O)(=O)c3ccccc3)cc2)cc1,98,0,-0.1,0.9,3,-19,-11,6,2,97
COc1ccc(CCN(Cc2cccs2)S(=O)(=O)c2ccc(C(=O)O)cc2)cc1OC,106,-7,-0.3,1.1,6,9,-10,-11,-8,99
CCc1cccc(NC(=O)CSCc2cc(=O)[nH][nH]2)c1,100,-6,-0.3,0.9,3,4,2,11,0,104
CC(Cc1c[nH]c2ccccc12)NC(N)=O (centres undefined),101,-1,-0.3,1,10,3,-1,-4,1,95
CC(C)c1ccc(/C=N/Nc2ccc(C(=O)O)cc2)cc1,43,-15,-0.6,0.9,84*,9,-16,13,65*,29
NS(=O)(=O)c1ccc(NCc2c(F)cccc2Cl)cc1,100,-2,0.3,0.8,6,10,5,17,0,97
Cc1cccc(C(=O)Nc2cc(=O)n(C)c(=O)n2C)c1,99,10,-0.4,0.9,-13,-9,-5,10,2,111
CN1CCc2c(sc3c2c(=O)n(-c2ccccc2)c2n[nH]c(=S)n32)C1,96,-8,-0.1,0.7,16,-24,-12,28,-1,93
